Screening results (PubChem)
D2 ag: HTS Assay for Allosteric Agonists of the Human D2 Dopamine Receptor: Primary Screen for Agonists; D(2) dopamine receptor (Homo sapiens), P14416; HEK293 T-REx D2 cells, calcium flux agonist mode; activation, % at 2 µM; 340,000 compounds, 0.53% hits; AID 485358, 2010;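 active means activation over 3 SD above normal in the single-dose calcium agonist read, cut at about 30% in these data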; further: 0% is about no effect
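Agonism is scored from calcium flux in a force-coupled, inducible HEK293 cell line expressing D2, read kinetically for 180 s after compound addition against dopamine controls.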
D2 antagonist: HTS Assay for Allosteric Antagonists of the Human D2 Dopamine Receptor: Primary Screen for Antagonists. D(2) dopamine receptor (Homo sapiens), P14416. AID 485344, 2010. inhibition, % at 10 µM. 340,000 compounds, 2% hits. HEK293 TREx D2 cells, calcium flux, dopamine EC80; in the data active means inhibition above about 30%; further: 0% is about no effect
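Overnight-induced (tetracycline, 30 C) HEK293 T-REx cells carrying force-coupled D2 receive a no-wash calcium dye, then compound, then EC80 dopamine at 180 s; signals are read kinetically throughout.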
TRHR PAM: qHTS for Small Molecule Agonists and Allosteric Enhancers of Human TRH Receptor: Primary Screen for Enhancers; TRHR cells, fluo-8 calcium fluorescence, EC20 TRH enhancement; 360,000 compounds, 0.66% hits; enhancement, % at 2 µM; in the data active means enhancement above about 30%; further: 0% is about no effect
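Enhancer read-out: after compound pinning and an initial kinetic agonist-mode read, an EC20 of TRH (10 nM final) was injected and fluo-8 calcium signal (Ex 480/Em 530) followed at 1 s/cycle for 100 cycles in TRHR-expressing cells.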
TrxR1 inh: qHTS Assay for Inhibitors of Mammalian Selenoprotein Thioredoxin Reductase 1 (TrxR1): qHTS | Thioredoxin reductase 1, cytoplasmic (Rattus norvegicus), O89049 | recombinant rTrxR1, NADPH fluorescence consumption, selenite substrate | Potency, µM (top dose mostly 114 µM), inactives show at the top dose activity change, negative = inhibition, most hits filed as inhibitors | 390,000 compounds, 1% hits | AID 588453, 2011; further: potency means the concentration at half of the fitted maximal effect; on the % scale 0 is the no-effect control and ±100 the full control effect; nearly all actives have a fitted effect of over 65% in size
Target sequence (O89049 whole entry, looked up): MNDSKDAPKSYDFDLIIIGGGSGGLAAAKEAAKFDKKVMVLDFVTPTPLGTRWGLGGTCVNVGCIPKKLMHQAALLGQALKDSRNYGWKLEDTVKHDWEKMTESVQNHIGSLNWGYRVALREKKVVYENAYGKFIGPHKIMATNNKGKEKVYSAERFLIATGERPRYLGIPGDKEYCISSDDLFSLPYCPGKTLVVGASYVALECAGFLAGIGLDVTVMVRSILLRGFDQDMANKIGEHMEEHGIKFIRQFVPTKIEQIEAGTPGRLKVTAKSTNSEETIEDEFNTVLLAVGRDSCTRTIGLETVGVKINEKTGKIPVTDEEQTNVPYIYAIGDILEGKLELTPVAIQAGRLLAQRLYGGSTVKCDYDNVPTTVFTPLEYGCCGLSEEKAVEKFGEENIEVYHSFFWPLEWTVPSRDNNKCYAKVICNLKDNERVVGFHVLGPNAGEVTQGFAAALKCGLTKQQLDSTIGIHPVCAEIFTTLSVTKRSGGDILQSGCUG
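Rat TrxR1 (90 nM in the dispensed reagent) was pre-reduced with 400 uM NADPH for 5 min at room temperature, then incubated with compound for 15 min. After 400 uM selenite was added, NADPH fluorescence (Ex 340/Em 450 nm) was followed for 8 min.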
PI4K2A block: qHTS for small molecular inhibitors of PI4K2A; activity change, negative = inhibition, % at 76.9 µM; Phosphatidylinositol 4-kinase type 2-alpha (Homo sapiens), Q9BTU6; purified PI4K2A, ADP-Glo luminescence, 1 h; hits give low values; AID 1346378, 2018; 420,000 compounds, 0.13% hits; in the data active means activity change below about -50%; inconclusive means mostly about -30% to -49%;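 further: -100% = wells without enzyme as full effect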
Target sequence (Q9BTU6 whole entry, looked up): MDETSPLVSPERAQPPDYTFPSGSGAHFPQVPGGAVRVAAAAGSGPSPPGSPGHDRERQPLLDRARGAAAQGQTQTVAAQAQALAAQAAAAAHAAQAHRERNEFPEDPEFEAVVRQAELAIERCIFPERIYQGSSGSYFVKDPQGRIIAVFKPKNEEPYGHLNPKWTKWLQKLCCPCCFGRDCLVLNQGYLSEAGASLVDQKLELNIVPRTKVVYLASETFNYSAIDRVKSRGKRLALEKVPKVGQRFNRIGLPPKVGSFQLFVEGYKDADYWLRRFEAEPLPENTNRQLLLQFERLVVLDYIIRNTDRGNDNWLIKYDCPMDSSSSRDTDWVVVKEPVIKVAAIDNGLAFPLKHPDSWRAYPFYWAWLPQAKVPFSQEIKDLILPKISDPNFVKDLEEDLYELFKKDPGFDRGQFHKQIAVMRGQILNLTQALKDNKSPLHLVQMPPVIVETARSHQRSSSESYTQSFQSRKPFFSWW
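PI4K2A activity was measured by ADP-Glo luminescence: enzyme (4 ug/mL stock) and phosphatidylinositol (1.2 mM stock) in Tris pH 7.5/MgCl2/EGTA/Triton X-100 buffer were reacted with ATP (300 microM stock) for one hour at ambient temperature.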
mIDH1 inhibitor: qHTS for Inhibitors of mutant isocitrate dehydrogenase 1 (IDH1): qHTS; Isocitrate dehydrogenase [NADP] cytoplasmic (Homo sapiens), O75874; IDH1-R132H enzyme, NADPH consumption, diaphorase/resazurin fluorescence; Potency, µM (doses to about 76.6 µM), without a hit: at the highest dose activity change, negative = inhibition, usual class: inhibitors; 390,000 compounds, 0.093% hits; further: potency means the concentration at half of the fitted maximal effect; on the % scale 0 is the no-effect control and ±100 the full control effect; nearly all actives have a fitted effect of over 65% in size
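IDH1-R132H (0.5 ug/mL dispensed) in pH 7.5 Tris buffer was preincubated 30 min with compound, then given a substrate mix of 0.016 mM NADPH and 2 mM alpha-KG for 80 min at room temperature; remaining NADPH was read by diaphorase/resazurin fluorescence.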
TRHR ag: qHTS for Small Molecule Agonists and Allosteric Enhancers of Human TRH Receptor: Primary Screen for Agonists; Thyrotropin-releasing hormone receptor (Homo sapiens), P34981; TRHR cells, calcium flux fluo-8, FDSS agonist mode; activation, % at 2 µM; 360,000 compounds, 0.18% hits; in the data active means activation above about 30%; further: 0% is about no effect
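Read-out: compound-evoked intracellular calcium rise in TRHR cells, fluo-8 dye, kinetic FDSS fluorescence at 1 s/cycle following a 10-cycle baseline. Cells cultured overnight before dye loading (30 min–1.5 h, RT).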
USP1 inh: Inhibitors of USP1/UAF1: Primary Screen | recombinant USP1/UAF1, Ub-Rhodamine cleavage fluorescence | Potency, µM (doses to about 57.1 µM), without a hit: top-dose activity change, negative = inhibition, usual class: inhibitors | 390,000 compounds, 0.23% hits | AID 743255, 2014; further: potency means the concentration at half of the fitted maximal effect; on the % scale 0 is the no-effect control and ±100 the full control effect; nearly all actives have a fitted effect of over 60% in size; inactives centre near -12
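In this screen, compounds sit with the deubiquitinase complex (1nM) for 15 min at room temperature before Ub-Rho is added at 150nM final. Fluorescence rise is then followed for 6 reads every 60 seconds.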
TrxR1 substrate: qHTS Assay for Substrates of Mammalian Selenoprotein Thioredoxin Reductase 1 (TrxR1): qHTS; 390,000 compounds, 0.01% hits; purified TrxR1 substrate turnover, NADPH consumption readout; Potency, µM (top dose mostly 114 µM), for the others: top-dose activity change, negative = substrate turnover; Thioredoxin reductase 1, cytoplasmic (Rattus norvegicus), O89049; further: potency means the concentration at half of the fitted maximal effect; on the % scale 0 is the no-effect control and ±100 the full control effect; nearly all actives have a fitted effect of over 50% in size
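Rat TrxR1, dispensed at 90 nM, was prereduced with 400 uM NADPH (final) for 5 min at ~22 deg C, then incubated with compound 15 min before 400 uM selenite. A first-read NADPH fluorescence drop versus no-compound background flagged substrates.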
* marks the source's active call; other numbers are inactive results; ? = inconclusive; nt = no result given; & = joins results of further samples; [ ] = remark or other dose. Unless noted, the call rests on the fitted dose curve; in most records, active means well fitted inhibition curve with a large enough effect; inconclusive means small, poorly fitted or top-dose-only effect; inactive means no such curve, though single readings can be large or run the other way. This is a random part of the collection; overall some 3.9% were active at least once.

SMILES	D2 ag	D2 antagonist	TRHR PAM	TrxR1 inh	PI4K2A block	mIDH1 inhibitor	TRHR ag	USP1 inh	TrxR1 substrate
O=C(c1ccccc1)N1CCN(C(=O)c2nn3c(C(F)(F)F)cc(-c4ccco4)nc3c2Br)CC1	nt	nt	5	?	-4	-11%	-1.9	-8%	-10%
CCOC(=O)N1CCN(C(=O)CSc2ncnc3ccccc23)CC1	-0.7	5	4	25%	-5	-6%	0.5	-19%	4%
CCOc1ccc(C(C)=O)cc1CC(C(N)=O)C(N)=O	-0.2	16	-11	?	5	2%	1.0	-5%	-7%
Cc1ccc(NC2CCCN(C(=O)c3cccs3)C2)cc1C (stereo unspecified)	-1.1	1	-4	12%	-3	-4%	-0.2	-4%	-3%
N=C(N)CCCOc1ccccc1-c1ccccc1	-0.5	-8	-3	13%	-5	1%	-0.2	-6%	-3%
Cc1c(C(=O)OC(C)C)sc2nc[nH]c(=O)c12	-1.2	3	-6	16%	3	0%	-0.7	-14%	11%
CCc1cccc(NC(=O)CCC(=O)O)c1	0.1	15	-2	14%[57.1 µM]	-4	-1%	-0.6	-3%	8%[57.1 µM]
O=C(CSCCNS(=O)(=O)c1ccccc1)Nc1ccccc1	-0.7	6	-5	11%[57.1 µM]	1	-2%	-0.1	-20%	7%[57.1 µM]
COC(=O)C(C)(C(=O)OC)c1ccccc1[N+](=O)[O-]	-0.6	-76	-8	10%	-1	9%	-0.8	-19%	4%
O=C(CSc1nnc(-c2ccco2)n1CC1CCCO1)c1ccc(F)cc1 (stereo unspecified)	-0.7	-34	11	16µM*	-12	-3%	-0.1	1%	-1%
Cc1cc(NC(=O)CN(C)S(=O)(=O)c2cnc[nH]2)ccc1Br	1.0	-8	-2	14%	0	-6%	0.1	-9%	2%
Cc1cc(=O)oc2cc(OCC(=O)c3ccc4c(c3)NC(=O)CO4)ccc12	-0.6	-5	3	26%	-3	13%	1.0	?	9%[57.1 µM]
Cc1ccc(-c2nc3c(c(=O)c4ccccc4n3C)c(=O)n2-c2ccccc2)cc1	-1.5	-8	-1	-10%	1	0%	-0.1	-18%	-9%
O=C(c1ccccc1)N1CCCCC1CCN1CCCCC1 (stereo unspecified)	-0.3	nt	1	3%	-4	-15%	1.0	-25%	0%
Cc1ccc(-c2ccc(=O)n(CC(=O)Nc3cccc(C(=O)N4CCN(C)CC4)c3)n2)cc1	2.0	7	6	-17%	2	10%	0.9	-9%	0%
CCn1nc(C)cc1C(=O)N1CCCC(C(=O)c2ccc(OC)cc2C)C1 (stereo unspecified)	-0.7	-14	-3	9%	6	-2%	0.1	?	0%
CCOc1ccc(-c2cc(C(=O)NCCc3ccc(Cl)cc3)c3ccccc3n2)cc1	nt	nt	-4	27%[57.1 µM]	-4	6%	1.3	-17%	59%[activator][57.1 µM]
O=C(Nc1cc(C(F)(F)F)ccc1N1CCCCC1)c1ccc(Br)o1	0.3	2	4	7%	2	17%	0.6	-13%	-1%
CCc1nnc(NC(=O)C2CCCN2C(=O)Nc2ccc(C)cc2)s1 (stereo unspecified)	0.6	-5	-1	17%	4	18%	0.2	-12%	-1%
CC1=C(C(=O)Nc2cc(C(=O)NCCCOC(C)C)ccc2C)SCCO1	-0.6	-26	-2	22%	8	2%	0.1	-12%	-12%[57.1 µM]
C=CCn1c(SCC(=O)N2CCCCC2)nc(O)cc1=O	-0.3	-3	-2	18%	1	1%	0.6	-24%	-8%
CCc1ccc2c(c1)C(NC(C)=O)C(=O)N2CC (stereo unspecified)	-1.4	-12	3	5%	1	16%	-0.5	-20%	8%
COc1ccc(C(=O)Nc2ccccc2-c2nnn(CC(N)=O)n2)cc1	nt	nt	nt	1%	5	1%	nt	-16%	4%
Fc1cnc(N2CCOCC2)nc1NCc1ccccc1	-0.1	5	2	17%	4	0%	0.0	-1%	18%
Cc1nn(C)c(C)c1NC(=O)Nc1cccc(C(F)(F)F)c1	0.4	7	-2	7%	7	4%	0.1	3%	-2%
CCn1cc2nc(SCc3ccc(F)cc3)n(Cc3ccc(Cl)cc3)c(=O)c2n1	0.4	nt	23	21%[57.1 µM]	-3	0%	0.5	-13%	1%[57.1 µM]
CCOC(=O)CN[C@H]1CCC2C3CC=C4C[C@@H](O)CC[C@]4(C)C3CC[C@@]21C (stereo partly specified)	nt	nt	nt	8%	1	14%	nt	-4%	4%
CCN(CC(=O)Nc1ccc(NC(C)=O)cc1)C(=O)CSC(=S)N1CCCC1	-0.2	13	-5	4%	-1	-4%	0.1	-13%	6%
Cc1ccccc1CN(C)C(C)C(=O)NCc1ccccc1 (stereo unspecified)	-2.4	1	-8	3%[57.1 µM]	0	17%	0.0	-22%	10%[57.1 µM]
Cc1noc(/C=C/N(C)C)c1S(=O)(=O)N1CCN(c2ccc(F)cc2)CC1	-1.5	5	1	22%	-4	-7%	-0.7	-15%	-9%

Three entries already listed, arranged by the value under mIDH1 inhibitor, descending:
structure,mIDH1 inhibitor
Cc1ccccc1CN(C)C(C)C(=O)NCc1ccccc1 (stereo unspecified),17%
CCOC(=O)CN[C@H]1CCC2C3CC=C4C[C@@H](O)CC[C@]4(C)C3CC[C@@]21C (stereo partly specified),14%
Cc1nn(C)c(C)c1NC(=O)Nc1cccc(C(F)(F)F)c1,4%

Next part.
SMILES	D2 ag	D2 antagonist	TRHR PAM	TrxR1 inh	PI4K2A block	mIDH1 inhibitor	TRHR ag	USP1 inh	TrxR1 substrate
NC(=O)NNc1ncc(C(F)(F)F)cc1Cl	2.4	-14	4	10%[57.1 µM]	3	-3%	0.5	-7%	-3%[57.1 µM]
O=C(Cn1ccc2cc(S(=O)(=O)N3CCCC3)ccc21)NCc1ccc(Cl)cc1	0.1	nt	-3	29%	-5	-5%	0.1	-27%	-1%
COc1ccc(NC(=O)C(C)NS(=O)(=O)c2ccccc2)cc1Cl (stereo unspecified)	0.6	-4	-4	9%	-1	0%	0.4	-16%	-1%
CCCNC(=O)NC(=O)CSc1cccc(C(F)(F)F)c1	-5.2	20	-5	8%	-4	7%	-1.1	?	0%
COc1cccc(NC(=O)CSc2nnc(-c3ccoc3C)n2CC2CCCO2)c1 (stereo unspecified)	0.0	-8	-7	10%	-1	4%	0.1	-15%	-6%
CC(=O)c1ccc(C(=O)Nc2ccc(N3CCOCC3)cc2)cc1	0.1	-1	11	-13%	0	-1%	-0.9	-23%	-1%
O=C(c1cccc(S(=O)(=O)N2CCCCC2)c1)N1CCN(Cc2ccccc2)CC1	0.9	-17	-3	-11%	-8	4%	-0.9	-23%	1%
COC(=O)C(NS(C)(=O)=O)(c1c(C)[nH]c2ccccc12)C(F)(F)F (stereo unspecified)	1.1	-4	-3	-12%	4	-5%	0.6	-20%	-7%
Cn1cnnc1SCC(=O)c1ccc(OC(F)F)cc1	0.4	22	-2	?	3	2%	0.4	-9%	8%[57.1 µM]
CCCC[C@@H]1C=C(C(=O)O)[C@H](c2ccc(CC)cc2)N1S(=O)(=O)c1ccc(C)cc1	nt	nt	nt	-8%	-1	-4%	nt	-9%	-4%
C/C(=C\C(=O)OCCCCCCCCC(=O)O)C[C@@H]1OC[C@H](C[C@@H]2O[C@H]2[C@@H](C)[C@H](C)O)[C@@H](O)[C@H]1O	nt	nt	nt	-4%	4	9%	nt	-18%	-1%
COc1ccc(NC(=S)N(CCCOC(C)C)C2CCN(C(C)=O)CC2)cc1Cl	0.3	-22	6	-2%	-1	7%	0.7	-16%	4%
O=C1CCN(CCc2ccccc2)CCN1[C@H](CSc1ccccc1)Cc1ccccc1	0.4	-6	-7	?	-3	10%	1.0	?	-1%&1%
C/C(Cl)=C/Cn1c(NCCN(C)C)nc2c1c(=O)n(C)c(=O)n2C	-0.3	12	-2	-1%	1	3%	-0.2	-18%	0%
Cc1ccc(C(C)(O)CS(=O)(=O)Cc2ccccc2Cl)cc1 (stereo unspecified)	-0.1	17	-1	10%	7	0%	-0.5	-17%	6%
CC(C)c1ccc(C(N)=S)cc1	-1.9	-3	-4	-1%[57.1 µM]	0	-7%	-1.5	-8%	-13%
CCOC(=O)N1CCc2c(sc3c2c(=O)n(CCc2ccccc2)c(=O)n3Cc2cc(C)ccc2C)C1	0.9	nt	1	10%	-11	0%	0.9	-13%	0%
Cc1ccc(-c2nn(-c3ccccc3)cc2C2SCC(=O)N2Cc2ccccc2)o1 (stereo unspecified)	-0.5	-24	-8	56µM*	-4	0%	1.1	-23%	14%
CCCCOC(=O)c1ccc(NC(=O)CC2NCCNC2=O)cc1 (stereo unspecified)	-0.1	nt	-5	20%	0	-12%	1.8	-22%	4%[11.4 µM]

Three of the compounds above, in markdown:
| molecule | D2 ag | D2 antagonist | TRHR PAM | TrxR1 inh | PI4K2A block | mIDH1 inhibitor | TRHR ag | USP1 inh | TrxR1 substrate |
| --- | --- | --- | --- | --- | --- | --- | --- | --- | --- |
| Cc1ccc(C(C)(O)CS(=O)(=O)Cc2ccccc2Cl)cc1 (stereo unspecified) | -0.1 | 17 | -1 | 10% | 7 | 0% | -0.5 | -17% | 6% |
| CC(C)c1ccc(C(N)=S)cc1 | -1.9 | -3 | -4 | -1%[57.1 µM] | 0 | -7% | -1.5 | -8% | -13% |
| CCOC(=O)N1CCc2c(sc3c2c(=O)n(CCc2ccccc2)c(=O)n3Cc2cc(C)ccc2C)C1 | 0.9 | nt | 1 | 10% | -11 | 0% | 0.9 | -13% | 0% |
